PGK inhibitor: blocks T. brucei phosphoglycerate kinase; PGK/GAPDH coupled, Kinase-Glo luminescence, 60 min; 380,000 tested, 0.043% active; Potency, µM (titrated, usually from 57.5 µM), for the others: at the highest dose activity change, negative = inhibition, usual class: inhibitors; note: potency is the fitted concentration of half-maximal effect; % is set by controls: 0 for no effect and ±100 for the full control effect; nearly all actives have a fitted effect of over 60% in size
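Luminescent ATP detection (Kinase-Glo Plus) follows a 60-minute room-temperature incubation, with wells lacking PGK as controls. Buffer: 100 mM TEA (pH 7.6), 5 mM MgCl2, 0.01% Tween-20. Coupling enzyme GAPDH (100 nM final) supplies unstable 1,3-BPG in-well.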
mIDH1 inhibitor: inhibitors of human mutant IDH1 R132H | IDH1-R132H enzyme, NADPH consumption, diaphorase/resazurin fluorescence | Potency, µM (series often up to 76.6 µM), for the others: top-dose activity change, negative = inhibition, actives largely listed as inhibitors | 390,000 tested, 0.093% active | AID 602179; note: potency is the fitted concentration of half-maximal effect; % is set by controls: 0 for no effect and ±100 for the full control effect; nearly all actives have a fitted effect of over 65% in size
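IDH1-R132H (0.5 ug/mL) preincubated 30 min with compound, then NADPH (0.016 mM) and alpha-KG (2 mM) added; 80 min at RT, pH 7.5. Remaining NADPH coupled via diaphorase/resazurin to fluorescence (540/590 nm); concentration-response curves normalized to no-enzyme control.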
USP1 inh: USP1/UAF1 (human) deubiquitinase inhibition | O94782 | recombinant USP1/UAF1, Ub-Rhodamine cleavage fluorescence | Potency, µM (highest dose often 57.1 µM), inactives show at the top dose activity change, negative = inhibition, usual class: inhibitors | 390,000 tested, 0.23% active | AID 743255; note: potency is the fitted concentration of half-maximal effect; % is set by controls: 0 for no effect and ±100 for the full control effect; nearly all actives have a fitted effect of over 60% in size; inactives centre near -12
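USP1/UAF1 complex (1 nM) preincubated 15 min at room temperature with compound, then Ub-Rho substrate (150 nM final) added. Kinetic fluorescence at 480/540 nm over 6 reads at 60 s intervals; 50 mM HEPES pH 7.8, 0.5 mM EDTA, 0.1 mg/ml BSA, 1 mM TCEP, 0.01% Tween-20.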
PI4K2A inh: PI4K2A (human) kinase inhibition; Q9BTU6; purified PI4K2A, ADP-Glo luminescence, 1 h; active compounds read low; activity change, negative = inhibition, % at 76.9 µM; 420,000 tested, 0.13% active; AID 1346378; in the data active = activity change below about -50%; inconclusive = mostly about -30% to -49%;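 note: -100% = wells without enzyme as full effect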
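In this quantitative HTS, ADP production by PI4K2A was quantified luminescently after 1 h at ambient temperature; 100 microM adenosine served as plate-quality control.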
TrxR1 inh: rat TrxR1 inhibition | O89049 | recombinant rTrxR1, NADPH fluorescence consumption, selenite substrate | Potency, µM (titrated, usually from 114 µM), for the others: at the highest dose activity change, negative = inhibition, most hits filed as inhibitors | 390,000 tested, 1% active | AID 588453; note: potency is the fitted concentration of half-maximal effect; % is set by controls: 0 for no effect and ±100 for the full control effect; nearly all actives have a fitted effect of over 65% in size
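Rat TrxR1 (90 nM in the dispensed reagent) was pre-reduced with 400 uM NADPH for 5 min at room temperature, then incubated with compound for 15 min. After 400 uM selenite was added, NADPH fluorescence (Ex 340/Em 450 nm) was followed for 8 min.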
HP1b chromo inh: inhibitors of HP1-beta chromodomain binding to methylated histone tails | P83916 | AlphaScreen HP1-beta / biotin-H3K9me3 peptide binding | Potency, µM (titrated, usually from 114 µM), inactives show top-dose activity change, negative = inhibition, usual class: inhibitors | 390,000 tested, 0.56% active | AID 540317; note: potency is the fitted concentration of half-maximal effect; nearly all actives have a fitted effect of over 70% in size; inactives centre near 23
Target sequence (P83916 whole entry, looked up): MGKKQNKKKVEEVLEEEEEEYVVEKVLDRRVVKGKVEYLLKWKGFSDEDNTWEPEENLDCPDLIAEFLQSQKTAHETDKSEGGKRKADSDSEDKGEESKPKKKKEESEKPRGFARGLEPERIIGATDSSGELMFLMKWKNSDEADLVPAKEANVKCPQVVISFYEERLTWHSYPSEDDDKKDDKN
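HP1-beta protein (50 nM final) preincubated 30 min at room temperature with biotinylated H3(1-18)K9me3 peptide (50 nM) in PBS pH 7.4, 0.01% Tween-20, then compound added for 30 min. AlphaScreen streptavidin donor/nickel chelate acceptor beads (10 ug/mL final), 30 min dark, luminescence read.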
TrxR1 substrate: is turned over as a substrate by rat TrxR1. AID 588456. Potency, µM (series often up to 114 µM), for inactives: top-dose activity change, negative = substrate turnover. purified TrxR1 substrate turnover, NADPH consumption readout. 390,000 tested, 0.01% active. O89049; note: potency is the fitted concentration of half-maximal effect; % is set by controls: 0 for no effect and ±100 for the full control effect; nearly all actives have a fitted effect of over 50% in size
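Rat TrxR1, dispensed at 90 nM, was prereduced with 400 uM NADPH (final) for 5 min at ~22 deg C, then incubated with compound 15 min before 400 uM selenite. A first-read NADPH fluorescence drop versus no-compound background flagged substrates.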
GLS inhibitor: inhibitors of human glutaminase (GLS); O94925; GLS enzymatic activity, qHTS titration; Potency, µM (titrated, usually from 45.5 µM), inactives show at the highest dose activity change, negative = inhibition, actives largely listed as inhibitors; 410,000 tested, 0.21% active; AID 624170; note: potency is the fitted concentration of half-maximal effect; % is set by controls: 0 for no effect and ±100 for the full control effect
Target sequence (O94925 whole entry, looked up): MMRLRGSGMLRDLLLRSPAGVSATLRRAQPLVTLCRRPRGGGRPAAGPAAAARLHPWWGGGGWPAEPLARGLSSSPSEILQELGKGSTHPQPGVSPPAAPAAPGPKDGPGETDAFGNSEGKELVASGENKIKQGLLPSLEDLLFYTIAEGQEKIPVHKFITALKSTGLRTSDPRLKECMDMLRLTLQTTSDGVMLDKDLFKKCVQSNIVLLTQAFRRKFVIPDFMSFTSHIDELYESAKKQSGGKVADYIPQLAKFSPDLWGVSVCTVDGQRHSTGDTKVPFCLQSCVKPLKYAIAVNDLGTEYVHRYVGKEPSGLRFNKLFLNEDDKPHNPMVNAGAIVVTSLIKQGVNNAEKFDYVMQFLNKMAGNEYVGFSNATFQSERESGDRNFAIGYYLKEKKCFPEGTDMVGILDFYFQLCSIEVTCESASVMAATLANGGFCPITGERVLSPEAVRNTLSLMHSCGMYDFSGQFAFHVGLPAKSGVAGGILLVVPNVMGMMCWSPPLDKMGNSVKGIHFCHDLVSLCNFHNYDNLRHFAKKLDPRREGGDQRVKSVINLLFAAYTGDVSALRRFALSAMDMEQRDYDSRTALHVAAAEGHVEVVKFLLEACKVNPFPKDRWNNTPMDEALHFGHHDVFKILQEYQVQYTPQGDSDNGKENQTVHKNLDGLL
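Glutamate formation by hKGA was monitored fluorometrically using coupled glutamate oxidase, HRP and Amplex Red. Substrate was added as 1 mM L-glutamine solution; incubation was 30 min at RT after an initial read.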
Pin1 inh: blocks the human prolyl isomerase Pin1. AID 504891. Pin1 FP peptide displacement, HiFluor488, 10 min. Potency, µM (highest dose often 115 µM), for inactives: at the top dose activity, negative = inhibition, hits mostly inhibitors. 390,000 tested, 0.009% active. Q13526; active = well fitted inhibition curve with a large enough effect in the polarisation, with a control signal flat, not every such curve was filed as active; inconclusive = small, poorly fitted or top-dose-only effect, or effect the other way, or a change in a side signal; inactive = no such curve, though single readings can be large or run the other way; the % refers to the polarisation; note: potency is the fitted concentration of half-maximal effect; % is set by controls: 0 for no effect and ±100 for the full control effect
Target sequence (Q13526 whole entry, looked up): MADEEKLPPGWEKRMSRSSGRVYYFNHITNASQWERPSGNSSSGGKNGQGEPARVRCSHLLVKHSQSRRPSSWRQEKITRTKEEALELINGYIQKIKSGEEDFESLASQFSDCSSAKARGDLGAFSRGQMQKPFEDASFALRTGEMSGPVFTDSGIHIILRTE
* = called active by the depositor; i = inactive; ? = inconclusive; . = no result given; & = joins results of further samples; [ ] = dose if it differs, or a comment. Unless noted, calls come from the whole dose curve; as a rule, active = well fitted curve in the direction sought with a large enough effect; inconclusive = small, poorly fitted or top-dose-only effect, or another doubt; inactive = no such curve, though single readings can be large; an effect the other way counts as inactive or inconclusive.

smiles	PGK inhibitor	mIDH1 inhibitor	USP1 inh	PI4K2A inh	TrxR1 inh	HP1b chromo inh	TrxR1 substrate	GLS inhibitor	Pin1 inh
COc1ccc(C2C3C=CCC(c4cccc(-c5ccc(C)cc5)c4)C3C(=O)N2Cc2ccccc2)cc1Cl (configuration not stated)	-8%	-12%	-27%	3	-16%	23%&38%	-5%	-1%	4%&25%
c1ccc(CCc2nc3ccccc3[nH]2)cc1	1%	4%	0%	-3	17%	40%[activator]	0%	2%	2%
c1sc2[n+](c1C13CC4CC(CC(C4)C1)C3)CCS2	-2%	8%	-1%	-4	-9%	17%	-12%	6%	0%
Cc1ccc(NC(=O)COC(=O)COc2cccc3c2OC(C)(C)C3)cc1C	-4%	12%	?	-2	16%	25%	2%	1%	1%
Cc1ccc(C(=O)Nc2cccc(C(F)(F)F)c2)cc1NC(=O)c1c[nH]c2cc(C(F)(F)F)ccc2c1=O	-5%	-2%	?	-5	30%	47%[activator]	8%	0%	-1%
NS(=O)(=O)c1ccc(NC(=O)CN2CCc3ccccc3C2)cc1	-2%	3%	-21%	1	11%[57.1 µM]	30%	6%[57.1 µM]	-6%	8%
Cn1c(CN2CCCC2)c(C#N)c2ccccc21	.	13%	-22%	4	14%	59%[activator]	-1%	-8%	1%
Cc1cc2c(cc1C)NC(CC(=O)Nc1cccc(C)c1C)C(=O)N2 (configuration not stated)	-3%	0%	?	6	3%	32%	2%	-5%	0%
CC(C)(C)NC(=O)Cn1cc(S(=O)(=O)Cc2ccccc2Cl)c2ccccc21	4%	-2%	-7%	0	8%	7%	-10%	-6%	-3%
Cc1ccc(C2CC(=O)c3cnc(N4CCc5ccccc5C4)nc3C2)cc1 (configuration not stated)	-1%	7%	-6%	-7	40%[activator]	17%	10%	4%	7%
Cc1cc(-c2ccc(Cl)cc2)c2cnn(C(C)C)c2n1	4%	2%	-16%	0	8%	114%[activator]	15%	-1%	-1%
CCCc1nnc(NC(=O)c2nc(S(=O)(=O)Cc3ccc(C)cc3)ncc2Cl)s1	-7%	3%&0%	-22%&-26%	-28&-16	50µM*	55%&13%[activator]	5%&-2%	4%&1%	-15%&-6%
Cc1ccc(C(=O)O/N=C(\N)c2ccccn2)cc1	25µM*	7%	-12%	-86*	17%	-16%	7%	5%	-4%
C#CCOCCOCCOCCNc1nc(N2CCN(C(=O)[C@H](CCC(=O)O)n3cc(C(N)CC(C)C)nn3)CC2)nc(N2CCN(C(=O)[C@H](Cc3ccc(O)cc3)n3cc(C(N)CC(C)C)nn3)CC2)n1 (some centres not stated)	i	4%	-12%	7	-4%[57.1 µM]	23%	1%	1%	8%
CC(Oc1ccc2c3c(c(=O)oc2c1)CCCC3)C(=O)NCCN1CCOCC1 (configuration not stated)	-5%	9%	-26%	0	12%	31%	-8%	3%	-5%
O=C(/C=C/c1cccs1)c1cc(Br)ccc1OC(=O)N1CCOCC1	0%	6%	-23%	6	-14%	5%	-4%	-13%	3%
C[C@]1(C(=O)NCCCNc2ncc(C(F)(F)F)cc2Cl)C=C[C@@H](Cc2ccccc2)N1C(=O)c1ccccc1	-3%	-1%	-27%	-2	7%[57.1 µM]	-2%	2%[57.1 µM]	-1%	9%
O=Cc1ccc(-n2nncc2-c2ccc([N+](=O)[O-])cc2)cc1	8%	12%	-15%	2	1%[57.1 µM]	-22%	2%[57.1 µM]	-4%	0%
CC1(C)Cc2c(c(=S)nc(-c3ccccc3)n2CCCN2CCOCC2)CO1	i	3%	-1%	-5	1%	27%	-1%	7%	0%
O=c1[nH]c(CN2CCN(c3ccccc3Cl)CC2)nc2ccsc12	10%	1%	-19%	-1	11%	57%[activator]	7%	6%	-1%
Cc1ccc(NC(=O)c2ccncc2)cc1S(=O)(=O)N(C)C	-10%	2%	-8%	-6	-14%	33%	-6%	9%	2%
CC1CCCC(NC(=O)CCC(=O)c2ccc(F)cc2)C1C (configuration not stated)	-11%	0%	-23%	8	-13%	-10%	-1%	-5%	13%
Cc1cc(C)n(-c2nc3sc4c(c3c3nnc(SC(C)C)n23)CC(C)(C)OC4)n1	-4%	7%	-16%	-3	10%	64%[activator]	13%	0%	1%
COc1ccc(CCC(=O)OCC(=O)N(C)c2c(N)n(Cc3ccccc3)c(=O)[nH]c2=O)cc1	i	6%	-11%	3	17%	24%	2%	-2%	9%
CCc1ccccc1N(C(=O)CNC(=O)c1ccco1)C(C(=O)NC1CCCC1)c1cccnc1 (configuration not stated)	i	1%	11%	-1	25%	26%	1%	4%	8%
CC(C)c1ccc(CNc2ncc(Br)cn2)cc1	-1%	13%	-11%	-2	30%	25%	4%	-1%	-13%
O=C1CC(C(=O)O)NC(=S)N1 (configuration not stated)	3%	-12%	-3%	8	23%	25%	0%	-16%	-3%
O=C(Nc1ccccc1)N1CCN(C(=O)c2nsc3ccccc23)CC1	i	-18%	-25%	0	5%[57.1 µM]	19%[57 µM]	0%[57.1 µM]	5%	3%
O=C(c1ccc(COc2ccc(Cl)cc2)o1)N1N=C(C(F)F)CC1(O)C(F)F (configuration not stated)	10%	1%	-18%	2	6%	51%[activator]	-4%	1%	-1%
CC(=O)Nc1ccc(C(=O)OCC(=O)NCc2cccs2)cc1	-1%	0%	-11%	-1	17%	20%	2%	-2%	-6%

3 compounds already listed, sorted by SMILES length, lowest first:
smiles	PGK inhibitor	mIDH1 inhibitor	USP1 inh	PI4K2A inh	TrxR1 inh	HP1b chromo inh	TrxR1 substrate	GLS inhibitor	Pin1 inh
O=C1CC(C(=O)O)NC(=S)N1 (configuration not stated)	3%	-12%	-3%	8	23%	25%	0%	-16%	-3%
Cc1cc(-c2ccc(Cl)cc2)c2cnn(C(C)C)c2n1	4%	2%	-16%	0	8%	114%[activator]	15%	-1%	-1%
NS(=O)(=O)c1ccc(NC(=O)CN2CCc3ccccc3C2)cc1	-2%	3%	-21%	1	11%[57.1 µM]	30%	6%[57.1 µM]	-6%	8%

Next structures:
smiles	PGK inhibitor	mIDH1 inhibitor	USP1 inh	PI4K2A inh	TrxR1 inh	HP1b chromo inh	TrxR1 substrate	GLS inhibitor	Pin1 inh
CCOc1ccc(NC(=O)CC2C(=O)N(c3cccc(OC)c3)C(=O)N2CCOC)cc1 (configuration not stated)	i	-1%	-15%	-4	19%	3%	-4%	-2%	1%
C/C(=N\Nc1ccccn1)c1ccc(OC(F)F)cc1	3%	1%	-21%	5	15%[57.1 µM]	41%	-5%	?	-2%
COc1ccc(CN(C)C(=O)c2cc(S(=O)(=O)N3CCCCCC3)ccc2OC)cc1OC	3%	-2%	-4%	3	-19%	21%	-12%	3%	3%
COc1ccc(NC(=O)c2ccc3c(c2)NC(=O)CS3)cc1S(=O)(=O)Nc1ccc(Br)cc1	3%	-1%	-20%	-1	27%	-10%	0%	2%	1%
Cc1ccc(Cc2nnc3n(-c4cccc(C)c4)nc(C(=O)c4ccccc4)n3c2=O)cc1	0%	-2%	-16%	0	12%	8%	5%	.	0%
CCc1ccc2[nH]c3nc(SCCN4CCOCC4)nnc3c2c1	-1%	-7%	-15%	8	4%	22%	2%	-12%	5%
COc1cccc(NC(=O)CN(C)C(=O)c2cc(C)on2)c1	2%	5%	-19%	1	9%	21%	2%	0%	4%
CCN(CC)c1nn2c(=O)c(C(=O)NCCc3cccc(C)c3)cnc2s1	6%	12%	-9%	-4	18%[57.1 µM]	4%	33%[57.1 µM]	-8%	5%
N#Cc1ccc(C(=O)Nc2ccc(S(=O)(=O)NC3=NCCCCC3)cc2)cc1	-1%	1%	-11%	-8	20%	18%	4%	0%	-10%
OCCOCCNc1ncnc2c1c(-c1ccccc1)cn2-c1ccccc1	-8%	-5%	?	-6	-2%	34%	0%	3%	3%
CCOC(=O)C1CCN(C(=O)c2cccc(S(=O)(=O)Nc3ccc(C)cc3C)c2)CC1	1%	2%	?	-1	9%[57.1 µM]	12%	3%[57.1 µM]	-12%	0%
COc1ccc(S(=O)(=O)N(CCCN2CCCC2=O)Cc2cc3cc(C)c(C)cc3[nH]c2=O)cc1	-2%	4%	-22%	-3	4%[57.1 µM]	50%[activator]	9%[57.1 µM]	8%	-7%
COc1cccc(CNC(=O)C2CCN(c3nnc(-n4c(C)ccc4C)s3)CC2)c1	.	.	1%	5	-26%	27%	-3%	-4%	4%
CCOc1cc(/C=N/Nc2nc(N3CCCC3)nc(N3CCCC3)n2)ccc1O	-4%	3%	1%	-14	?	21%	-9%	23%	4%
CCN=C(Nc1ccc2c(c1)OCO2)SC1CC(=O)N(c2ccccc2F)C1=O (configuration not stated)	-2%	3%	-1%	-1	15%[57.1 µM]	7%	12%[57.1 µM]	2%	0%
CCOc1cc(/C=N/NC(=O)c2ccc(=O)n(C)c2)ccc1O	6%	3%	-19%	-2	16%[57.1 µM]	6%	4%[57.1 µM]	7.9µM*	0%
O=c1[nH]c(CN2CCN(S(=O)(=O)c3ccc4ccccc4c3)CC2)nc2ccccc12	i	2%	-13%	0	28%[57.1 µM]	24%	-15%[57.1 µM]	-7%	-3%
COCC(=O)N1CCCC(C(=O)c2ccc(-c3ccccc3)c(F)c2)C1 (configuration not stated)	-2%	6%	-14%	4	17%[57.1 µM]	?	-1%[57.1 µM]	-7%	-4%
O=C(Nc1cccc(C(=O)O)c1)/C(=C\c1ccc2c(c1)OCO2)NC(=O)c1ccccc1Cl	-3%	-18%	-10%	-12	14%	13%	-4%	16%	-1%

Some of the compounds tested; rates above refer to the full screens.
